Screening data as filed in PubChem.
UBC13 polyUb – human UBC13 polyubiquitination inhibition | P61088 | UBC13 polyubiquitin chain formation, TR-FRET | inhibition, % at 20 µM | 330,000 compounds, 0.47% hits | AID 485273; in the data active = inhibition above about 45%, passing the limit was not always enough
Target sequence (P61088 whole entry, looked up): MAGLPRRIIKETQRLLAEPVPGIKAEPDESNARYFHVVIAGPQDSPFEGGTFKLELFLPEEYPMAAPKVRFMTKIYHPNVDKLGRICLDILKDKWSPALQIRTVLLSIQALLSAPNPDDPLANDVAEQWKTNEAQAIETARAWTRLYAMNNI
APOBEC3G inh – inhibitors of human APOBEC3G DNA deaminase | Q9HC16 | recombinant A3G, ssDNA deamination FAM/TAMRA fluorescence | inhibition, % at 20 µM | 330,000 compounds, 0.28% hits | AID 493012;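 active = inhibition of at least 40% at 20 µM, with no more than 30% in the related APOBEC3A deaminase screen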;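 note: plate controls were DMSO wells with A3G for no effect and wells lacking A3G enzyme for full effect; some compounds called inactive have numbers as strong as hits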
Target sequence (Q9HC16 whole entry, looked up): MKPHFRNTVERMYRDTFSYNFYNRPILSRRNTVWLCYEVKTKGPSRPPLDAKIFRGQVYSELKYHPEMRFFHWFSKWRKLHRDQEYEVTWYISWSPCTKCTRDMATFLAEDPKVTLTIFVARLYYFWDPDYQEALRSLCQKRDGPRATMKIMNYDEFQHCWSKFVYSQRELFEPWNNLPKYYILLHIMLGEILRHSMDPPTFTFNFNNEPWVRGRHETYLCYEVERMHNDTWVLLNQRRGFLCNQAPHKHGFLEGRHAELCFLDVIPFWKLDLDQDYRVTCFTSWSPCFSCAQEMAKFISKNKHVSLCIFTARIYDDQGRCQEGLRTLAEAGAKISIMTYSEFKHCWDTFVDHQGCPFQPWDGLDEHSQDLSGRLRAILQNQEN
SENP6 block – inhibitors of human SENP6 protease | Q9GZR1 | AID 2599 | Recombinant SENP6 catalytic domain, aminoluciferin luminescence | 330,000 compounds, 1.8% hits | inhibition, % at 10 µM;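 active = inhibition above about 50% at the single tested dose, limit read from the data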;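 note: plate controls were DMSO wells with enzyme for no effect and DMSO wells lacking enzyme for full effect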
Apaf-1 inh – inhibitors of human Apaf-1 apoptosome | O14727 | reconstituted apoptosome caspase-3 activity, DEVD-Rh110 fluorescence | inhibition, % at 20 µM | 330,000 compounds, 0.71% hits | AID 489030; active = inhibition of at least 40% at 20 µM;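 note: plate controls were DMSO wells for no effect and DEVD-CHO caspase inhibitor wells for full effect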
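Assay system – apoptosome proteins · Medium – Hepes buffer, pH 7.5 · Also added – cytochrome c with DEVD-Rh110 · Timing – 30 min compound preincubation, 50 min activation, room temperature · Detection – Rh110 fluorescence, excitation 480 nm, emission 540 nm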
SENP8 block-1 – inhibitors of human SENP8 protease. Q96LD8. inhibition, % at 10 µM. 330,000 compounds, 1.2% hits. purified SENP8, Z-RLRGG-aminoluciferin cleavage, luminescence. AID 2540; in the data active = inhibition above about 50%
SENP8 block-2 – blocks human SENP8 cleavage of Nedd8 substrate | Q96LD8 | AID 602440 | 360,000 compounds, 0.64% hits | inhibition, % at 20 µM | recombinant SENP8, Nedd8 substrate fluorescence; in the data active = inhibition mostly above about 40%, no sharp cut-off; inactive = mostly below about 27%
SENP7 inh – blocks the human protease SENP7 | Q9BQF6 | recombinant SENP7, Z-RLRGG-aminoluciferin luminescence, 40 min | inhibition, % at 5 µM | 330,000 compounds, 1.5% hits | AID 434973;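 active = inhibition above about 50% at the single test dose, limit read from the data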;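 note: plate controls were DMSO with enzyme for no effect and no enzyme buffer wells for full effect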
SENP1 FRET inh – inhibitors of human SENP1 SUMO protease catalytic domain | 360,000 compounds, 0.21% hits | Q9P0U3 | inhibition, % at 10 µM | recombinant SENP1 catalytic domain, CyPet-SUMO1-YPet FRET cleavage;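 active = inhibition at least 30% at 10 µM, raw YFP signal under a set limit, fluorescence ratio 0.5 to 1.5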;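 note: 0% = enzyme with DMSO and 100% = no enzyme wells; some results filed as inactive read as strong as hits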
Target sequence (Q9P0U3 419-644 limits assumed): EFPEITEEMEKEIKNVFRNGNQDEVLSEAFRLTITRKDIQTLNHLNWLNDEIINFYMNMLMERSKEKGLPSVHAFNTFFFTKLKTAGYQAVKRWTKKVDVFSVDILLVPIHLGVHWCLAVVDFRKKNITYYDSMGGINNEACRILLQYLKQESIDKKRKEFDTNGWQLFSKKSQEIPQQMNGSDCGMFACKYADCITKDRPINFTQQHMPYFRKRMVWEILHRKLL
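Compound: 10 µM single point, 0.5% DMSO; Test system: hSENP1 catalytic domain, recombinant; Timing: 50 min reaction at room temperature; Technique: FRET, CFP and YFP emission; Control set: no-enzyme wells low, DMSO-plus-enzyme wells high control.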
Numbers without * were called inactive.

No.	structure	SENP8 block-2	UBC13 polyUb	SENP8 block-1	Apaf-1 inh
1	O=C(Nc1ccc(C(=O)O)cc1)/C(=C\c1ccccc1)NC(=O)c1ccco1	0	-4	-2	-2
2	O=C(N/N=C/c1ccc(Cl)cc1Cl)c1ccncc1	4	-5	-20	4
3	Cc1noc(C)c1C(=O)OC(C)C(=O)NC(C)c1ccc(Cl)cc1Cl (stereo unspecified)	12	-10	-16	6
4	COc1cc(CNCC2CCCO2)ccc1OCC(N)=O (stereo unspecified)	3	6	3	-18
5	COc1ccc(-c2cnc3n2CCCCC3)cc1	23	2	-8	-8
6	CCOC(=O)c1[nH]c(C)c(C(=O)NCc2ccc(Cl)cc2)c1C	0	9	4	-9
7	COCC1CCCCN1C(=O)c1ccc(OC)c(OC2CCN(C(C)C)CC2)c1 (stereo unspecified)	14	-1	-3	-17
8	O=C(CSc1nnc(-c2ccc(F)cc2)o1)Nc1ccccc1N1CCOCC1	25	4	-4	8
9	CCOc1ccccc1NC=C1C(=O)OC2(CCCCC2)OC1=O	-109	-1	-15	7
10	N=C(N)c1ccc(N)cc1	-5	4	-4	-1

No.	APOBEC3G inh	SENP7 inh	SENP1 FRET inh	SENP6 block
1	-4	11	1	-17
2	-3	5	1	8
3	-5	-1	0	6
4	-8	7	-1	-10
5	13	7	1	7
6	1	14	-7	-9
7	-5	0	-1	-6
8	-2	5	0	-9
9	-6	-15	-1	-7
10	12	2	1	-14

Additional compounds follow.
No.	structure	SENP8 block-2	UBC13 polyUb	SENP8 block-1	Apaf-1 inh
11	C=C(C)COc1ccc2c(C)c(CC(=O)N3C[C@H]4C[C@@H](C3)c3cccc(=O)n3C4)c(=O)oc2c1C	3	16	3	-2
12	Cn1c(SCC(=O)NNC(=O)c2ccccc2)nnc1C1CC1	2	4	1	-11
13	CSc1ccc(C(=O)C2CCCN(C(=O)c3ccc(C)nc3)C2)cc1 (stereo unspecified)	7	5	-3	3
14	O=C(O)CC1S/C(=N\N=C2CCCCCC2)N(c2ccccc2)C1=O (stereo unspecified)	15	-4	1	-20
15	COc1cc(/C=C(\C#N)c2nc3ccccc3[nH]2)ccc1Oc1ccc([N+](=O)[O-])cn1	-273	-37	-6	-12
16	CC(C)(C)C1CCC(=NNC(=O)c2ccccc2-n2cccc2)CC1 (stereo unspecified)	-2	4	-6	4
17	Cc1cc(N2CCN(C(=O)c3ccco3)CC2)n2nc(-c3cccc(F)c3)cc2n1	-240	16	2	-3
18	CC(C)N1C(=O)c2ccccc2C1C(=O)NCCc1ccccc1 (stereo unspecified)	18	11	-3	-4
19	COC(=O)c1ccc(Nc2ncnc3sccc23)cc1	-275	4	2	6
20	Cc1ncc(CO)c(/C=N/Nc2cccc(Cl)n2)c1O	-18	3	-5	9

No.	APOBEC3G inh	SENP7 inh	SENP1 FRET inh	SENP6 block
11	-5	-4	-4	-6
12	-10	-5	0	-16
13	-5	-3	4	4
14	-3	2	2	18
15	-5	9	-26	-12
16	-4	-6	-5	-11
17	-7	2	-120	0
18	-5	4	0	-34
19	-2	10	-82	3
20	-10	-5	-67	3

(listing goes on)
No.	structure	SENP8 block-2	UBC13 polyUb	SENP8 block-1	Apaf-1 inh
21	COc1cc(OC)cc(C(=O)Nc2ccc(C(=O)c3ccncc3)cc2)c1	-2	0	-3	15
22	CC(O)Cn1c(=O)c2c(nc(Br)n2Cc2ccccc2)n(C)c1=O (stereo unspecified)	17	2	-3	-6
23	NC(=O)[C@H]1CC2(CC(c3cccc(NC(=O)COc4ccc(Cl)cc4)c3)=NO2)CN1C(=O)C(c1ccccc1)c1ccccc1 (stereo partly specified)	8	-43	-16	18
24	O=C(CN1CCN(S(=O)(=O)c2ccc(F)cc2)CC1)NC1CC1	-9	2	-2	-4
25	Cc1ccc(SC[C@H](CC(C)C)N2CCN(C)CCC2=O)cc1	15	-5	-1	11
26	COc1ccc(NC(=O)Nc2ccc3c(c2)C(=O)N([C@H](C)CO)C[C@H](C)[C@@H](CN(C)C(=O)Nc2ccccc2)O3)cc1	13	-12	-7	-3
27	COc1ccccc1CNS(=O)(=O)c1ccc2c(c1)NC(=O)C(C)S2 (stereo unspecified)	5	3	3	4
28	CC(CN(C)Cc1ccccc1)OC(=O)c1ccc2c(c1)OCCO2 (stereo unspecified)	23	15	-4	10
29	CCNC(=O)C1CC(=O)N(c2ccc(OCC)cc2)C1 (stereo unspecified)	20	-8	-10	12
30	C=CCn1c(SCC(=O)c2c(N)n(C3CC3)c(=O)[nH]c2=O)nnc1-c1ccccc1OC	2	-9	-1	5

No.	APOBEC3G inh	SENP7 inh	SENP1 FRET inh	SENP6 block
21	-2	-1	2	1
22	-4	-2	3	-14
23	-14	-11	1	-15
24	-1	-6	2	-15
25	6	0	0	-3
26	-4	-2	4	-9
27	-7	1	-2	-4
28	-5	0	4	-3
29	-8	-4	4	-4
30	-14	-11	1	-18

Next structures
No.	structure	SENP8 block-2	UBC13 polyUb	SENP8 block-1	Apaf-1 inh
31	C[C@H](NC(=O)c1ccco1)C(=O)NNC(=O)COc1cccc(C(F)(F)F)c1	12	2	9	-4
32	COc1ccc(NC(=O)CNC(=O)c2ccco2)cc1S(=O)(=O)Nc1cc(C)ccc1Br	19	8	1	5
33	COc1ccc(S(=O)(=O)N2CCN(C(=O)COc3ccccc3)CC2)cc1	13	6	-5	2
34	Cc1cccc(-n2ccc(=O)c(C(=O)Nc3ccc(S(=O)(=O)Nc4onc(C)c4C)cc3)n2)c1	17	-11	-2	-3
35	CC1CCCC(C)N1C(=O)CSc1nnc(CSc2ncccn2)n1C (stereo unspecified)	7	4	5	-5
36	CCC(Cc1ccccc1)NC(=O)C1CCN(S(=O)(=O)c2c(C)noc2C)CC1 (stereo unspecified)	14	-8	-6	3
37	COc1cc2c(cc1NC(=O)COC(=O)CNS(=O)(=O)c1ccc(C)cc1)oc1ccccc12	7	10	-9	5
38	Cc1ccc(NC(=O)CCS(=O)(=O)c2ccc(Br)cc2)nc1	17	8	-3	1
39	CCOc1cc(C)nc(NCCc2ccc(OC)c(OC)c2)n1	23	-3	-4	4
40	Cc1ccoc1C(=O)N1CCN(C(=O)c2occc2C)CC1	-1	0	-14	7

No.	APOBEC3G inh	SENP7 inh	SENP1 FRET inh	SENP6 block
31	0	-3	-1	-6
32	-3	-3	4	7
33	-8	1	0	3
34	-2	-1	2	4
35	1	3	-3	-2
36	-9	-13	5	-9
37	-9	-3	1	-6
38	-6	-2	1	0
39	12	-7	3	-15
40	3	-8	2	-20

Exported with bars between the fields: 6 of the compounds above.
# | compound | SENP8 block-2 | UBC13 polyUb | SENP8 block-1 | Apaf-1 inh | APOBEC3G inh | SENP7 inh | SENP1 FRET inh | SENP6 block
39 | CCOc1cc(C)nc(NCCc2ccc(OC)c(OC)c2)n1 | 23 | -3 | -4 | 4 | 12 | -7 | 3 | -15
33 | COc1ccc(S(=O)(=O)N2CCN(C(=O)COc3ccccc3)CC2)cc1 | 13 | 6 | -5 | 2 | -8 | 1 | 0 | 3
31 | C[C@H](NC(=O)c1ccco1)C(=O)NNC(=O)COc1cccc(C(F)(F)F)c1 | 12 | 2 | 9 | -4 | 0 | -3 | -1 | -6
34 | Cc1cccc(-n2ccc(=O)c(C(=O)Nc3ccc(S(=O)(=O)Nc4onc(C)c4C)cc3)n2)c1 | 17 | -11 | -2 | -3 | -2 | -1 | 2 | 4
40 | Cc1ccoc1C(=O)N1CCN(C(=O)c2occc2C)CC1 | -1 | 0 | -14 | 7 | 3 | -8 | 2 | -20
32 | COc1ccc(NC(=O)CNC(=O)c2ccco2)cc1S(=O)(=O)Nc1cc(C)ccc1Br | 19 | 8 | 1 | 5 | -3 | -3 | 4 | 7

Continuation:
No.	structure	SENP8 block-2	UBC13 polyUb	SENP8 block-1	Apaf-1 inh
41	CCCc1cc(-c2nc(-c3ccc(C)cc3)cs2)ccn1	-170	19	-1	23
42	O=C(NCc1ccco1)c1ccc2c(c1)N(Cc1ccccc1)C(=O)CS2=O (stereo unspecified)	18	4	-6	6
43	C=C(C)COc1ccc(-c2nc(N)nc(C(F)(F)F)c2-c2ccc(OC)cc2)c(O)c1	-11	-4	-1	16
44	Cc1c(C(=O)NCCSCc2cccc(C(F)(F)F)c2)cnn1-c1ccc(Cl)cc1	12	-4	-6	24
45	CCOC(=O)c1cnc2c(Cl)c(Cl)ccc2c1NCCN1CCOCC1	-46	8	-12	19
46	Cc1cc(NC(=O)COc2c(C)cccc2C)no1	9	9	-1	-3
47	CC(=O)c1ccc(NS(=O)(=O)c2ccccc2)cc1	-12	-9	0	-2
48	O=C(CCS(=O)(=O)c1ccc(Br)cc1)N1CCN(c2ccc(Cl)cc2)CC1	16	-1	5	18
49	CN(Cc1ccco1)C(=O)c1ccc(S(=O)(=O)N2CCCCCC2)cc1	14	-2	-12	6
50	CCOC(=O)C1=C(C)NC(C)=C(C(=O)OCC)C1/C=C/c1ccccc1	-275	-2	3	22

No.	APOBEC3G inh	SENP7 inh	SENP1 FRET inh	SENP6 block
41	-6	-1	-1	-17
42	-1	3	0	0
43	2	3	-9	9
44	0	1	2	-32
45	-11	-9	-15	-28
46	-5	4	1	-2
47	-8	8	0	3
48	6	10	0	-6
49	-3	0	0	-4
50	1	4	-34	-4

Remaining list, next part.
No.	structure	SENP8 block-2	UBC13 polyUb	SENP8 block-1	Apaf-1 inh
51	Cc1nc2ccccc2c2oc(C(=O)Nc3ccc(C(C)C)cc3)cc12	6	27	-4	15
52	CN1CCN(CCOc2ccc(Cc3ccccc3)cc2)CC1	-2	10	9	-8
53	Oc1c(Cl)cccc1C=Nc1cc(C(F)(F)F)ccc1N1CCCC1	8	9	5	-1
54	COc1ccc(NC(=O)N2CCC(C(=O)c3ccc4c(c3)OCCO4)CC2)cc1	10	1	-10	12

No.	APOBEC3G inh	SENP7 inh	SENP1 FRET inh	SENP6 block
51	-6	5	1	5
52	-3	-16	1	-5
53	-1	1	1	1
54	-7	-2	2	-14
